Screening results from PubChem.
Mito fusion act: qHTS Assay for Small Molecule Inhibitors of Mitochondrial Division or Activators of Mitochondrial Fusion; S. cerevisiae fusion-defective mutant growth rescue, CellTiterGlo 48 h; Potency, µM (doses to about 46.1 µM), for the others: at the highest dose growth rescue (activation), hits mostly activators; 320,000 tested, 0.23% active;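 note: potency is the fitted concentration of half-maximal effect; % of control where 0% means no effect; nearly all actives have a fitted effect of over 45% in size; temperature-sensitive fusion mutants such as fzo1-1 at 37 °C on non-fermentable ethanol glycerol medium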
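Temperature-sensitive fusion-defective S. cerevisiae (e.g. fzo1-1, mgm1-5) were grown with compound in YPEG medium (3% ethanol, 3% glycerol) for 48 hours at 37C. Growth rescue was measured as viability by CellTiterGlo luminescence after 10 minutes at ambient.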
FLuc counter: qHTS profiling assay for firefly luciferase inhibitor/activator using purifed enzyme and Km concentrations of substrates (counterscreen for miR-21 project) | Luciferin 4-monooxygenase (Photinus pyralis), P08659 | purified FLuc, Km substrates, luminescence inhibition | Potency, µM (titrated, usually from 57.5 µM), inactives show at the top dose activity change, negative = inhibition, actives largely listed as inhibitors | 360,000 tested, 6.9% active;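 note: potency is the fitted concentration of half-maximal effect; plate controls were vehicle for no effect and reference inhibitor for full effect; nearly all actives have a fitted effect of over 55% in size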
Target sequence (P08659 whole entry, looked up): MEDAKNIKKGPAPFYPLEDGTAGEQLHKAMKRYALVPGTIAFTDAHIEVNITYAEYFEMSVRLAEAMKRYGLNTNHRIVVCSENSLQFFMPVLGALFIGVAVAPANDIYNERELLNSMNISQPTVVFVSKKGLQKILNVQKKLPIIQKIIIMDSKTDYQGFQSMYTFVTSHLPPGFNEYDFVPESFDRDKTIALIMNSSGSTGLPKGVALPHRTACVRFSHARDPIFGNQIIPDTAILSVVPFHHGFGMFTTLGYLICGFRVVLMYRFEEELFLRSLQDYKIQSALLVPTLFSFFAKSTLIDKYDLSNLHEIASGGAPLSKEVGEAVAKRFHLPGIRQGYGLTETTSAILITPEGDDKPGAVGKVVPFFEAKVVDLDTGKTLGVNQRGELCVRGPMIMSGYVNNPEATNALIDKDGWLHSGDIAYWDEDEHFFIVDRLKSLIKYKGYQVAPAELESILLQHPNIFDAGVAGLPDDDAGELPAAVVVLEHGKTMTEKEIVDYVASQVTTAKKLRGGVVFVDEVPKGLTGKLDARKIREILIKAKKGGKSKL
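Purified P. pyralis luciferase (10nM final) with 10uM D-luciferin and 10uM ATP (Km levels) in 50mM Tris acetate pH 7.5, 10mM Mg acetate, 0.01% Tween-20, 0.05% BSA; qHTS 6-point titration, ~60 µM downward; luminescence read.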
NPC1 promoter act: qHTS Assay for NPC1 Promoter Activators | Potency, µM (top dose mostly 9.22 µM), for inactives: top-dose activation, actives largely listed as activators | 320,000 tested, 2.4% active | AID 485313, 2010 | Huh7 NPC1 promoter luciferase reporter, 24 h;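 note: potency is the fitted concentration of half-maximal effect; % of control where 0% means no effect; nearly all actives have a fitted effect of over 60% in size; reporter is driven by a mutant NPC1 promoter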
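Luminescence read-out of NPC1 promoter-driven luciferase in stably transfected Huh7 cells; compounds delivered in DMSO and left 24 h at 37C, 5% CO2, qHTS titration format.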
VP16 counter: VP16 counterscreen qHTS for inhibitors of ROR gamma transcriptional activity; Potency, µM (series often up to 53.6 µM), for the others: at the top dose activity, negative = inhibition, hits mostly inhibitors; 310,000 tested, 3.5% active; Drosophila S2 Gal4-VP16 UAS-luciferase, luminescence, 20 h;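 note: Gal4-VP16 expression switched on by copper sulfate through the metallothionein promoter; potency is the fitted concentration of half-maximal effect; % is set by controls: 0 for no effect and ±100 for the full control effect; nearly all actives have a fitted effect of over 50% in size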
KCNH2 3.1 block: qHTS for Inhibitors of KCHN2 3.1: Mutant qHTS | U2OS KCNH2 3.1, thallium flux FluxOr; hits give low values | Potassium voltage-gated channel subfamily H member 2, brain isoform KCNH2 3.1 (human) | 340,000 tested, 0.95% active | activity change, % (tested at about 1.8 µM);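 active = maximum activity change below -70%; inconclusive = maximum activity change from -70% to -50%; inactive = maximum activity change above -50%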;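 note: thallium influx rate constant from kinetic fluorescence after stimulation buffer; % is set by controls: 0 for no effect and ±100 for the full control effect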
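Channel expression came from 3.1 mutant virus (1.77 x 10^8 /mL) applied to suspended U2OS cells for 4 h. Flux was tracked with FluxOr dye plus Red40 quencher, and kinetic rate constants normalized to controls.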
Rab9 promoter act: qHTS Assay for Rab9 Promoter Activators | Huh7 Rab9 promoter-luciferase reporter, luminescence, 24 h | 320,000 tested, 2.8% active | Potency, µM (titrated, usually from 9.22 µM), for the others: top-dose activation, negative = inhibition, usual class: activators | AID 485297, 2010; note: potency is the fitted concentration of half-maximal effect; % of control where 0% means no effect; nearly all actives have a fitted effect of over 60% in size
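Promoter activation is measured as luciferase luminescence in Huh7 cells stably transfected with a Rab9 promoter–luciferase construct, following 24 h compound exposure at 37 °C and 10 min reagent incubation at ambient temperature.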
MBNL1-CUG inh: qHTS Assay for Inhibitors of MBNL1-poly(CUG) RNA binding | Muscleblind-like protein 1 (Homo sapiens), Q9NR56 | TR-FRET MBNL1-His/biotin-(CUG)12 binding, 665/545 ratio | Potency, µM (titrated, usually from 57.5 µM), without a hit: top-dose activity change, negative = inhibition, usual class: inhibitors | 280,000 tested, 0.036% active; active = well fitted inhibition curve with a large enough effect in the signal ratio, with a control signal flat, not every such curve was filed as active; inconclusive = small, poorly fitted or top-dose-only effect, or effect the other way, or a change in a side signal; inactive = no such curve, though single readings can be large or run the other way; the % refers to the signal ratio; note: potency is the fitted concentration of half-maximal effect; % is set by controls: 0 for no effect and ±100 for the full control effect
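TR-FRET between His-tagged MBNL1 and biotin-(CUG)12 RNA, detected with Tb anti-His antibody (0.055 ng/ul) and streptavidin-XL665 (5 nM), 60 min at room temperature. Compounds titrated 92 nM to 58 uM; 665/545 nm ratio normalized to buffer and complex controls.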
PKM2 act: qHTS Assay for Activators of Human Muscle isoform 2 Pyruvate Kinase. purified PKM2, Kinase-Glo ATP luminescence, activation; response scale: 0% is enzyme alone, no compound. Potency, µM (top dose mostly 57.5 µM), inactives show top-dose activation, actives largely listed as activators. 260,000 tested, 0.34% active. AID 1631, 2009; note: potency is the fitted concentration of half-maximal effect; % is set by controls: 0 for no effect and ±100 for the full control effect; nearly all actives have a fitted effect of over 55% in size
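hPK-M2, >95% pure; 0.1 mM ADP / 0.5 mM PEP final; imidazole pH7.2 buffer w/ 7 mM MgCl2, 50 mM KCl; 1 h RT; Kinase-Glo lum. Intermediate enzyme activity for dual inhibitor/activator qHTS.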
RORg inh: qHTS for inhibitors of ROR gamma transcriptional activity | Nuclear receptor ROR-gamma (Mus musculus), P51450 | AID 2551, 2010 | 310,000 tested, 5.4% active | Drosophila S2 Gal4-RORgamma UAS-luciferase reporter, 20 h | Potency, µM (series often up to 53.6 µM), inactives show at the highest dose activity change, negative = inhibition, usual class: inhibitors; note: potency is the fitted concentration of half-maximal effect; % is set by controls: 0 for no effect and ±100 for the full control effect; nearly all actives have a fitted effect of over 60% in size
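Drosophila Schneider cells stably carrying a metallothionein-driven Gal4 DBD–ROR gamma fusion and a UAS-Photinus luciferase reporter were exposed to compound for 1 hr, then induced with copper sulfate (700 uM final) for 20 hr at ambient temperature before luminescence reading.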
Menin-MLL TR inh: qHTS Assay for Inhibitors Targeting the Menin-MLL Interaction in MLL Related Leukemias: Competition With Texas Red Labeled MLL-derived Mutant Peptide. O00255. Menin + Texas Red MLL mutant peptide, fluorescence polarization. Potency, µM (doses to about 61.6 µM), for inactives: at the top dose FP activity change, negative = inhibition, actives largely listed as inhibitors. 270,000 tested, 0.23% active; active = well fitted inhibition curve with a large enough effect in the polarisation, with a control signal flat, not every such curve was filed as active; inconclusive = small, poorly fitted or top-dose-only effect, or effect the other way, or a change in a side signal; inactive = no such curve, though single readings can be large or run the other way; the % refers to the polarisation; note: potency is the fitted concentration of half-maximal effect; % of control where 0% means no effect; many of its hits are not listed in these tables
Target sequence (O00255 whole entry, looked up): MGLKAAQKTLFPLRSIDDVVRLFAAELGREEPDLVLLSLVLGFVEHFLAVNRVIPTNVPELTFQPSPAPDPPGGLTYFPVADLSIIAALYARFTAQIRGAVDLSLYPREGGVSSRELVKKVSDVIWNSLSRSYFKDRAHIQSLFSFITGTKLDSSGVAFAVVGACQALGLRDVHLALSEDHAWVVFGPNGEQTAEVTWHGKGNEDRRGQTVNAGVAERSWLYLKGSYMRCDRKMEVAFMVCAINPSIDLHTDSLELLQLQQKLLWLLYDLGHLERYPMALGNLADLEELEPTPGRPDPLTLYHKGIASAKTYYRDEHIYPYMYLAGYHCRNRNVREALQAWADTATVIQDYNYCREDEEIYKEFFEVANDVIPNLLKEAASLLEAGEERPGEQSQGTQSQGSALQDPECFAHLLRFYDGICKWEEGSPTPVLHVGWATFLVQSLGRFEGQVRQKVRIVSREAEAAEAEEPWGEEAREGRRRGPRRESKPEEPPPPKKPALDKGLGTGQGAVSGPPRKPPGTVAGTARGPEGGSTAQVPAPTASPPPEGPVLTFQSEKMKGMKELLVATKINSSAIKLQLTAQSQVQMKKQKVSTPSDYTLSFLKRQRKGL
ELG1 DNA repair: qHTS screen for small molecules that inhibit ELG1-dependent DNA repair in human embryonic kidney (HEK293T) cells expressing luciferase-tagged ELG1 | HEK293T ELG1-luciferase reporter, luminescence, 16 h; DNA damage induced by 5-fluorouridine | Potency, µM (doses to about 46.1 µM), without a hit: at the top dose activity change, negative = inhibition, actives largely listed as inhibitors | 330,000 tested, 2.3% active; note: potency is the fitted concentration of half-maximal effect; % is set by controls: 0 for no effect and ±100 for the full control effect; nearly all actives have a fitted effect of over 55% in size
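Cells (2,000 per well) received 5-fluorouridine plus test compound or DMSO and were incubated 16 hr at 37 °C, 5% CO2. Luciferase activity was read by luminescence 30 min after ONE-Glo addition; signal suppression marked inhibition of damage-induced ELG1 function.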
* marks the source's active call; other numbers are inactive results; ? = inconclusive; · = not tested or not shown; [ ] = dose if it differs, or a comment. Unless noted, calls come from the whole dose curve; as a rule, active = well fitted curve in the direction sought with a large enough effect; inconclusive = small, poorly fitted or top-dose-only effect, or another doubt; inactive = no such curve, though single readings can be large; an effect the other way counts as inactive or inconclusive. Not all compounds are listed; count on the stated rates, not on these rows.

SMILES	Mito fusion act	FLuc counter	NPC1 promoter act	VP16 counter	KCNH2 3.1 block	Rab9 promoter act	MBNL1-CUG inh	PKM2 act	RORg inh	Menin-MLL TR inh	ELG1 DNA repair
Cc1cccc(NC(=O)CSc2nnc(CCCCCNC(=O)OC(C)(C)C)o2)c1C	0.3%	?	4.2%	-12.3%	14.1	0.0%	-3.1%	-3.3%	14.8%	-16.1%	?
CC(CN(C)Cc1ccccc1)OC(=O)c1ccccc1F (centres undefined)	-4.2%	-0.7%	-1.9%	-1.4%	17.2	-3.0%	-2.6%	-6.3%	-1.6%	-11.0%	13.5%
CC(=O)c1ccc(OCCCC(=O)NC(C)c2ccc(S(N)(=O)=O)cc2)cc1 (centres undefined)	1.9%	-2.2%	-1.7%	1.0%	6.2	-0.3%	-2.4%	-0.4%	3.7%	9.7%	2.1%
O=C(NN=C1c2ccccc2-c2ccccc21)c1ccccn1	0.7%	5.36µM*	21.5%	4.47µM*	13.3	14.9%	13.1%	-1.0%	3.16µM*	30.6%[activator]	3.9%
CC1CCCCC1NC(=O)c1cc2c(s1)CS(=O)(=O)C2 (centres undefined)	0.4%	6.3%[2.3 µM]	2.1%	4.4%	5.5	-3.9%	-3.1%	-7.0%	29.1%	7.8%	-2.2%
CC(=O)c1ccc(C(=O)N2CCC(CO)(Cc3cccc(C(F)(F)F)c3)CC2)cc1	-1.3%	1.3%	-9.0%	-1.8%	-4.5	-17.1%	-5.1%	0.9%	42.3%	-21.8%	?
COC(=O)C(F)(F)Sc1c(C)[nH]c2ccccc12	2.5%	3.9%	-2.0%	-3.1%	-15.0	-1.0%	4.5%	-3.0%	18.4%	13.3%	0.2%
Cc1cccc(/C=N/NC(=O)Cn2nc(C)cc2C)n1	-6.1%	-2.7%	0.7%	-1.9%	-0.2	-1.2%	0.3%	-4.2%	-9.0%	5.9%	20.2%
CC1CCCC(NC(=O)COC(=O)c2ccc3ccccc3n2)C1C (centres undefined)	3.8%	7.9%	-1.9%	-4.0%	21.6	-0.4%	6.1%	3.2%	-26.8%	1.0%	?
CCOC(=O)C1=C(C)NC(=O)NC1c1cccnc1 (centres undefined)	10.9%	3.7%	-1.0%	-0.9%	-0.9	-0.1%	-10.7%	-0.4%	-0.4%	0.0%	3.3%
CCO[C@H]1OC(C(=O)N2CCN(Cc3ccccc3)CC2)=C[C@@H](c2ccccc2)[C@@H]1CCCO	-0.1%	0.3%	-3.3%	-5.9%	-6.6	-0.8%	2.0%	0.0%	21.5%	?	-5.9%
O=C1/C(=C\c2ccc(O)cc2)SC(=S)N1c1cccnc1	-4.5%	-2.0%	-4.9%	-7.2%	9.9	-2.1%	21.4%	2.4%	20.6%	46.7%[activator]	9.5%
CCCC1CCC(C(=O)n2nc(N)c3cc4ccc(OC)cc4nc32)CC1 (centres undefined)	4.9%	-1.2%	0.4%	-2.1%	14.3	-1.7%	6.2%	0.1%	-8.8%	-10.6%	5.8µM*
Cc1ccc(-c2nc(CSCC(=O)NCCN3CCN(Cc4ccccc4)CC3)c(C)o2)cc1	-0.5%	?	-12.7%	?	7.7	-12.4%	-1.3%	-1.4%	-34.9%	?	16.4µM*
Cc1ccoc1C(=O)Nc1ccc(CC(=O)O)cc1	-3.5%	1.69µM*	-2.2%	?	-3.6	-4.0%	-0.5%	-23.3%	0.501µM*	11.9%	?
Cc1ccc(C)c(NC(=O)C2(C)CC3c4ccccc4C2c2ccccc23)c1 (centres undefined)	-2.4%	1.5%	2.9%	3.7%	-33.0	-4.0%	-12.3%	-5.0%	3.2%	·	12.3%
NC(=O)CN(Cc1ccccc1)S(=O)(=O)c1ccc2c(c1)OCCO2	1.4%	0.5%	-0.7%	-0.2%	3.4	-2.2%	-3.0%	1.3%	-22.9%	3.6%	2.0%
O=C(OC1CCCCC1=O)c1cccc(S(=O)(=O)N2CCCCC2)c1 (centres undefined)	-6.3%	3.4%	-3.5%	·	-30.3	2.9%	·	·	·	·	11.4%
CC(C)c1ccccc1-n1c(SCC(=O)N2CCN(c3ccccc3)CC2)nnc1-c1cccnc1	2.0%	-2.8%	9.6%	-2.4%	12.9	-0.5%	3.9%	-5.4%	0.5%	?	-14.5%
CC(C)C(=O)N=c1sc2cc(F)cc(F)c2n1C	2.7%	-19.3%	1.8%	16.8%	14.0	2.0%	-7.3%	-9.9%	11.4%	-7.5%	?
Cc1ccc2c(c1)CCCN2C(=O)CCc1nc2ccccc2c(=O)[nH]1	1.2%	-5.1%	-29.5%	·	4.9	-22.6%	·	·	·	·	?
O=C(CCSc1nnc(-c2ccccc2)o1)N1CCOCC1	-3.7%	?	10.5%	-25.8%	-13.5	3.1%	-10.4%	-3.2%	-19.1%	-6.6%	?
N#C/C(=N\Nc1ccc(F)cc1)C(=N)N1CCCCCC1	-7.4%	2.69µM*	0.447µM*	6.1%	-2.3	0.891µM*	4.7%	-0.8%	-40.0%	1.3%	?
O=C(N/C(=C/c1ccccc1)C(=O)N1CCCCC1)c1ccc(Br)o1	2.0%	-4.3%	-0.6%	-2.6%	4.6	-7.6%	2.8%	0.1%	2.7%	·	?
O=C(CCNC(=O)C1CCN(S(=O)(=O)c2ccccc2)CC1)NC1CC1	-6.3%	-0.9%	-1.5%	-1.7%	30.9	5.6%	-2.1%	·	-6.0%	·	3.3%
New compounds follow:
SMILES	Mito fusion act	FLuc counter	NPC1 promoter act	VP16 counter	KCNH2 3.1 block	Rab9 promoter act	MBNL1-CUG inh	PKM2 act	RORg inh	Menin-MLL TR inh	ELG1 DNA repair
Nc1nnc(SCC(=O)c2ccc3ccccc3c2)s1	7.1%	19µM*	4.47µM*	2.7%	·	3.98µM*	?	-13.1%	?	-17.9%	?
COc1ccc(S(=O)(=O)N2CCC(C(=O)N3CCc4ccccc4C3)CC2)cc1C	-1.0%	4.7%	·	6.7%	-8.1	·	-3.6%	8.1%	28.1%	?	·
CCOc1ccc2[nH]c(=O)c(CN(CCOC)C(=O)N3CCOCC3)cc2c1	1.6%	5.9%	-5.0%	·	-1.2	-7.6%	0.0%	0.1%	-31.7%[0.365 µM]	-15.4%	-0.2%
COC(=O)c1ccc(S(=O)(=O)NCc2cccc(OC)c2)n1C	3.3%	4.2%	-2.1%	-4.7%	-7.8	-3.7%	-8.8%	-1.2%	18.7%	0.0%	7.1%
COC(=O)CSc1nc2cc3c(cc2cc1C#N)OCO3	4.1%	-5.6%	0.891µM*	5.9%	-11.6	0.794µM*	?	1.2%	11.1%	-9.7%	?
Cc1ccccc1NC(=O)CN1C(=S)NC(C)(C)CC1C (centres undefined)	-7.5%	3.3%	0.5%	?	-24.2	-3.5%	·	1.6%	?	-2.2%	-1.9%
Cc1cc(NC(=O)c2cc(-c3ccccc3)on2)n(-c2ccccc2)n1	2.2%	1.2%	-1.5%	-7.7%	-29.1	-1.1%	-5.2%	-4.0%	-0.9%	-6.0%	1.9%
O=C1NC(=Nc2ccccc2)S/C1=C/c1cccnc1	1.8%	?	-3.5%	1.1%	-6.6	3.2%	6.1%	2.4%	42.2%	-2.1%	13.8%
O=C(CC(c1ccccc1O)N1CCCCC1)N1CCCCC1 (centres undefined)	-2.1%	-5.7%	-1.9%	-1.5%	-7.1	-4.2%	1.7%	-4.4%	36.3%	-5.9%	?
O=C(Oc1ccc2c(c1)OCO2)c1ccc(Br)c(S(=O)(=O)N2CCOCC2)c1	11.0%	-0.6%	4.8%	11.2%	-1.4	0.5%	-7.5%	-4.2%	-17.2%	10.0%	-2.3%
NCC12CC3CC(CC(O)(C3)C1)C2	-1.3%	6.1%	-3.3%	0.4%	-9.6	-3.9%	12.0%	3.3%	-14.0%	7.3%	2.8%
